Lipid storage S3 – qHTS Assay for Lipid Storage Modulators in Drosophila S3 Cells. Potency in µM for hits, for the others lipid storage change, negative = inhibition, % at the top dose, mostly 46.1 µM. 320,000 compounds, 0.64% hits. Drosophila S3 cells, BODIPY lipid droplet fluorescence, 18-24 h; cells fed with added oleic acid; active means well fitted inhibition curve with a large enough effect in the signal ratio, with a control signal flat, not every such curve was filed as active; inconclusive means small, poorly fitted or top-dose-only effect, or effect the other way, or a change in a side signal; the % refers to the signal ratio
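Drosophila S3 cells got compounds at several concentrations plus oleic acid (400 uM solution). Laser-scanning cytometry with 488 nm excitation read lipid droplets at 500-530 nm and cells at 575-640 nm. Percent activity was relative to 20 uM Triacsin C.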
Lipid storage S3 cell count max – also measured in Lipid storage S3; calls as there; cell number change, %; measured here: cell count max response;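 cells counted by Cell Tracker Red CMTPX staining in the red channel; peak over a dose series mostly up to 46.1 µM; percent activity relative to internal control wells on each plate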
An asterisk follows results filed as active; i = inactive; u = inconclusive; x = not tested or not shown. On the % scale 0 is the no-effect control and ±100 the full control effect; potency means the concentration at half of the fitted maximal effect. Only part of the results is shown; count on the stated rates, not on these rows.

SMILES | Lipid storage S3 cell count max | Lipid storage S3
O=C(CNC(=O)C(c1ccccc1)c1ccccc1)OCc1ccccc1 | x | u
Cc1cnc([N+](=O)[O-])n1CCOC(=O)NC(=O)c1ccccc1Cl | 19 | 17%
CC(=O)N(C(C)=O)n1c(/C=C/c2ccc([N+](=O)[O-])cc2)nc2ccccc2c1=O | -2 | 0%
COc1ccccc1N1CCN(C2CCCN(C(=O)CCC(=O)N(C)C)C2)CC1 (stereo not drawn) | 3 | 17%
CC(=O)Nc1ccc(S(=O)(=O)Nc2cccc(-n3c(C)nc4ccccc4c3=O)c2)cc1 | x | u
Cc1cccc(/C(N)=N/OC(=O)c2ccc(Br)o2)c1 | 14 | 20%
CC(C)c1nn2c(N)c(/C=C3\C=Nc4ccccc43)c(=O)nc2s1 | 6 | 10%
O=C(CCN1C(=O)C2C3CCC(C3)C2C1=O)OCC(=O)c1ccc(Cl)cc1 (stereo not drawn) | 0 | i
C/C(=N/NC(=O)CNC(=O)c1cccc(F)c1)c1ccc2c(c1)CCCC2 | x | u
CCOC(=O)c1[nH]ncc1CN1CCCC(C(=O)c2ccc(C(C)(C)C)cc2)C1 (stereo not drawn) | x | -20%
Cc1cc(F)ccc1S(=O)(=O)N1CCCOC1CNC(=O)C(=O)NCCc1ccccc1 (stereo not drawn) | x | u
OCC1(Cc2ccccc2)CCN(Cc2cnc(-c3cccc4ccccc34)nc2)CC1 | -5 | 10%
CC(=O)Nc1cc(C(C)C)c(O)c(C(C)C)c1 | x | 13%
Cc1cccc(NC(=O)C2CCN(S(=O)(=O)c3c(C)c(C)cc(C)c3C)CC2)n1 | x | i
CC(C)CCNC(=O)c1ccc2c(c1)N(Cc1ccccc1)C(=O)CS2=O (stereo not drawn) | x | u
CN(C)S(=O)(=O)c1cccc(NC(=O)CSc2nncn2C)c1 | 15 | -10%
Clc1cccc(CSc2ccc(-c3cccnc3)nn2)c1 | x | u
COc1ccccc1OCC(=O)NNC(=O)c1c(-c2ccccc2Cl)noc1C | 10 | 11%
COc1cc(C(=O)NNC(=S)NC(=O)c2ccc3c(c2)OCO3)cc(OC)c1OC | x | u
C/C(=N\n1cnnc1)c1ccccc1 | x | 11%
CCOC(=O)C1=C(COC(=O)C2(C)CC2(Cl)Cl)NC(=O)NC1c1ccc(OC)cc1 (stereo not drawn) | x | u
CCOc1ncccc1C(=O)NCC1COc2ccccc2O1 (stereo not drawn) | x | -17%
CC(C)(CN1CCOCC1)NS(=O)(=O)c1ccccc1 | 5 | 0%
CCN(CC)C(=O)C1=C(C)NC(=S)NC1c1cccs1 (stereo not drawn) | x | u
Cc1nc(COc2ccc(C(=O)NCc3ccccc3CN3CCCCC3)cc2)cs1 | x | u
CN(C(=O)c1cccc(N2C(=O)C3C4C=CC(C4)C3C2=O)c1)C1CCCCC1 (stereo not drawn) | x | -13%
Cc1cc(C)cc(NC(=O)CCCCCN2C(=O)[C@@H]3Cc4ccccc4CN3C2=O)c1 | -9 | -3%
Cc1oc(-c2ccccc2F)nc1CS(=O)CC(=O)NC1CCCC1 (stereo not drawn) | x | i
O=C(CCn1nc(-c2ccccc2)ccc1=O)N1CCN(c2ccccn2)CC1 | x | i
NC(=O)c1cnn2c(-c3ccc(Cl)cc3Cl)ccnc12 | 10 | 6%
COc1ccc(CNC(=S)NC2CCCCC2)cc1 | x | u
CC(=O)Nc1ccc(NC(=O)CN2C(=O)COc3ccc(S(=O)(=O)N4CCCCC4)cc32)cc1 | x | u
CC(C)CNS(=O)(=O)c1cc(C(=O)N2CCOCC2)c(Cl)cc1Cl | x | u
O=C(O)c1cccc(N2C(=O)Nc3ccccc3N2O)c1 | x | u
Cc1cc(-c2nnco2)c(C)n1-c1ccc(F)cc1 | 21 | -3%
CCOc1cc(/C=N/NC(=O)CSc2nncn2C)ccc1OCC(N)=O | x | u
CC(=O)Nc1ccc(NC(=O)CN2CCN(c3cccc(C(F)(F)F)c3)CC2)cc1 | x | i
CCC(C)[C@H](NC(=O)N1CC(=O)Nc2ccccc21)C(=O)NC(C)CCc1ccccc1 (stereo partly drawn) | x | u
COc1ccc2c(Cl)c(C(=O)N/N=C/c3ccncc3)sc2c1 | x | u
Cc1ccc2oc(=O)c(-c3ccc(O)cc3)c(C)c2c1 | x | u
CCC1CCCCN1C(=O)c1c(-c2ccccc2)noc1C (stereo not drawn) | 5 | -5%
Cc1ccc2nc(SCC(=O)Nc3ccc4c(c3)OCO4)nc(=O)n2c1 | x | u
CC(C)(C)n1nnnc1C(c1cccnc1)N1CCN(C2CCCCC2)CC1 (stereo not drawn) | 14 | 5%
Cc1cc(C(=O)NNS(=O)(=O)c2cccc(Cl)c2)nn1C(C)(C)C | 8 | 6%
Oc1ccccc1N1CCN(c2ncnc3scc(-c4ccccc4)c23)CC1 | -13* | 0.92µM*
Cc1ccc(NC(=O)CNC(=O)c2cccs2)cc1S(=O)(=O)Nc1ccc(Cl)cc1 | x | u
CCc1nccn1CCC(=O)NC1CC(C)(C)Cc2c1cnn2-c1ccc(OC)cc1 (stereo not drawn) | x | u
CCOc1ccc(C(=O)NC2C(=O)N3C(C(=O)O)=C(COC(C)=O)CSC23)cc1OCC (stereo not drawn) | x | u
CC(=O)N1N=C(c2ccc(C)cc2)OC1c1cccnc1 (stereo not drawn) | x | u
CCS(=O)(=O)N1CCC(c2nc3ccccc3[nH]2)CC1 | x | u

Continued.
SMILES | Lipid storage S3 cell count max | Lipid storage S3
CC(C)CCNC(=O)C1CCN(S(=O)(=O)c2ccc(-n3cnnn3)cc2)CC1 | 10 | -5%
CCOC(=O)COn1c(=O)c(-c2ccc(Br)cc2)[n+]([O-])c2ccccc21 | x | u
CC1CCCN(c2nc3ccccc3nc2C(C#N)C(=O)OC2CCCCC2)C1 (stereo not drawn) | -17 | 14%
N#Cc1nc(-c2ccccc2F)oc1N1CCCCC1 | 1 | 17%
CN(C)CCNc1nc2sc3c(c2c(=O)n1-c1ccc(F)cc1)CCCCC3 | 2 | 15%
OCCC1CN(Cc2cnc(-c3ccccc3)s2)CCN1Cc1ccccc1 (stereo not drawn) | -2 | -2%
CCC(C)NC(=O)CSC1=Nc2ccccc2C2=NC(c3ccccc3)C(=O)N12 (stereo not drawn) | 6 | 3%
O=C(Nc1ccc2c(c1)C(=O)N(CC1CCCO1)C2=O)c1ccc(Cl)c(Cl)c1 (stereo not drawn) | 9 | i
Cc1cc(C)n2nc(SCc3nnc(SCc4ccccc4)s3)nc2n1 | x | u
CSc1nsc(SCC(=O)Nc2ccc(C(=O)O)cc2)n1 | x | u

An excerpt from above in order of their number in Lipid storage S3 cell count max, falling.
SMILES | Lipid storage S3 cell count max | Lipid storage S3
CC(C)CCNC(=O)C1CCN(S(=O)(=O)c2ccc(-n3cnnn3)cc2)CC1 | 10 | -5%
O=C(Nc1ccc2c(c1)C(=O)N(CC1CCCO1)C2=O)c1ccc(Cl)c(Cl)c1 (stereo not drawn) | 9 | i
CCC(C)NC(=O)CSC1=Nc2ccccc2C2=NC(c3ccccc3)C(=O)N12 (stereo not drawn) | 6 | 3%
OCCC1CN(Cc2cnc(-c3ccccc3)s2)CCN1Cc1ccccc1 (stereo not drawn) | -2 | -2%

Compounds above that contain an aryl thioether with sulfur outside any ring (6):
SMILES | Lipid storage S3 cell count max | Lipid storage S3
CN(C)S(=O)(=O)c1cccc(NC(=O)CSc2nncn2C)c1 | 15 | -10%
Clc1cccc(CSc2ccc(-c3cccnc3)nn2)c1 | x | u
CCOc1cc(/C=N/NC(=O)CSc2nncn2C)ccc1OCC(N)=O | x | u
Cc1ccc2nc(SCC(=O)Nc3ccc4c(c3)OCO4)nc(=O)n2c1 | x | u
Cc1cc(C)n2nc(SCc3nnc(SCc4ccccc4)s3)nc2n1 | x | u
CSc1nsc(SCC(=O)Nc2ccc(C(=O)O)cc2)n1 | x | u

(more compounds)
SMILES | Lipid storage S3 cell count max | Lipid storage S3
CCn1cc(C(=O)NC2CCCCCC2)c2cc(OC)c(OC)cc2c1=O | x | u
COc1ccc(S(=O)(=O)N2CCOCC2)cc1NC(=O)Cn1nnc2ccccc2c1=O | x | u
O=C(Cn1ccc(NC(=O)OCc2ccccc2)nc1=O)NCc1ccc2[nH]ccc2c1 | x | u
Cc1cc2c(cc1S(=O)(=O)NCC(C)c1ccccc1)n(C)c(=O)c(=O)n2C (stereo not drawn) | x | u
CCCC1S/C(=N/N=C/c2ccc(C)cc2)N(Cc2ccc(OC)cc2)C1=O (stereo not drawn) | x | u
C/C(=N\O)c1ccc2c(c1)CC(C)O2 (stereo not drawn) | 7 | -6%
CC1(C)NC(=O)N(CC(O)COc2cc3ccccc3cc2C(=O)N2CCCCC2)C1=O (stereo not drawn) | -12 | 1%
CCOc1ccc(NS(=O)(=O)c2ccc(C(=O)NCCN3CCOCC3)cc2)cc1 | x | u
O=C(Nc1ccccc1)N(Cc1ccc(Cl)cc1)CC(O)C(F)(F)F (stereo not drawn) | -15 | 16%
CCOc1ccc(NC(=O)CSc2nnc(-c3ccccn3)n2C)cc1 | 2 | 7%
COC(=O)c1ccc(N/N=C/c2cc([N+](=O)[O-])cc(OC)c2O)cc1 | x | 13%
C/C(=N\NC(=O)CNc1ccc(F)cc1)c1cc2ccccc2o1 | x | u
COc1ccc(S(=O)(=O)NCc2cccnc2)cc1NC(=O)c1ccccc1 | x | 21%
O=C(CN1C(=O)C2CC=CCC2C1=O)N1CCN(c2ccc([N+](=O)[O-])cc2)CC1 (stereo not drawn) | -7 | -14%
COc1ccc(Cc2nnc(NC(=O)c3ccco3)s2)cc1 | -15 | 1%
O=C1Nc2cc(Cl)c(Cl)cc2N(O)N1c1cc(Cl)cc(Cl)c1 | -17 | -23%
O=C(COc1ccc(-n2cnnn2)cc1)NC(=O)NCc1ccccc1 | x | u
CCOC(=O)c1ccccc1NC(=O)CSc1nnc(COc2ccccc2C)n1C | x | u
Cc1ccc(C)c(OCC(=O)Nc2ccc3c(c2)OCO3)c1 | x | u
CN(c1ccccc1C(=O)Nc1ccccc1-c1ccccc1)S(C)(=O)=O | -2 | 14%
COc1cccc(CN(C)C(=O)c2ccc(OCC(=O)Nc3cccc(C(F)(F)F)c3)c(OC)c2)c1 | x | u
COCc1cc(=O)n2[nH]c(-c3ccc(C)cc3)cc2n1 | x | u
COc1ccccc1N1CCN(C(=O)CCS(=O)(=O)c2ccc3c(c2)NC(=O)C(C)S3)CC1 (stereo not drawn) | x | u
O=C(O)c1cccc(-n2cccc2/C=C2/SC(=O)N(CC(=O)N3CCCC3)C2=O)c1 | x | u
CCn1c(=O)c2c(nc3n2CCCN3Cc2ccccc2)n(C)c1=O | x | u
O=c1c(C=Nc2ccc(Cl)cc2)c[nH]n1-c1cccc(Cl)n1 | x | -6%
CC(c1nnc(SCC(=O)c2c(N)n(C3CC3)c(=O)[nH]c2=O)n1-c1ccc(F)cc1)N(C)C (stereo not drawn) | x | u
S=c1[nH]nc(Nc2ccc(Cl)cc2)s1 | 2 | -12%
O=C(CN(C(=O)CCC(=O)Nc1ccccn1)c1cccc(F)c1)NCc1ccc2c(c1)OCO2 | x | u
Cc1sc2ncnc(OCC(=O)N3CCN(C(=O)c4ccco4)CC3)c2c1C | x | u
COc1ccccc1NC(=O)C(=O)NCCC1CCCCN1S(=O)(=O)c1ccccc1 (stereo not drawn) | x | u
Cc1nc2c(ncn2-c2ccccc2)c(=O)n1NC(=O)CN1CCCCC1 | 21 | -5%
CN(C)c1ccc(-c2nnn(CC(=O)N3c4ccccc4CCc4ccccc43)n2)cc1 | x | u
CC(NC(=O)COc1ccc(-c2nnco2)cc1)c1ccc(Cl)cc1Cl (stereo not drawn) | -9 | 8%
CCCCNC(=S)N/N=C/c1cc(C)ccc1C | -12 | 12%
O=C(CN(C(=O)c1ccc(Cl)cc1)N1C(=O)C2CCCCC2C1=O)c1ccc(Cl)cc1 (stereo not drawn) | x | 0%
C/C(=N\NC(=O)Cn1c(-c2ccccn2)nc2ccccc21)c1cccc(O)c1 | 2 | 5%
COc1cc(N/N=C(\C)c2ccc(N)cc2)nc(-c2ccccc2)n1 | x | u
CCOc1cc2[nH]c(=S)n(CCN3CCC(C)CC3)c(=O)c2cc1OCC | 0 | -3%
CC(=O)N1CCOc2ccc(S(=O)(=O)N3CCCC(C)C3)cc21 (stereo not drawn) | x | u
COc1ccc(-n2c(N)cc(=O)nc2SCC(=O)N2CCN(c3ccccc3)CC2)cc1 | x | u
COc1cccc(C(CC(=O)O)NS(=O)(=O)c2ccc3c(c2)N(C(C)=O)CC(C)O3)c1 (stereo not drawn) | 1 | -7%
Nc1nc(CSc2nnnn2-c2ccc(Cl)cc2)nc(N2CCOCC2)n1 | -6 | 13%
CCCN(CC(=O)Nc1ccccc1C)C(=O)c1ccc(COc2ccccc2)cc1 | x | i
NNc1ccc(Cl)c(C(=O)O)c1 | x | u
CSC1=NCCN1C(=O)Cc1cccc2ccccc12 | x | u
CCCCNC(=O)Nc1ccon1 | x | u
C/C(=N/OC(=O)c1ccc(C)cc1)c1ccc(N2C(=O)C3CCCCC3C2=O)cc1 (stereo not drawn) | 2 | 6%
COc1ccc(S(=O)(=O)N(C(C)=O)c2ccc3oc(=O)sc3c2)cc1 | x | u
CCOC(=O)N1CCC(NC(=O)c2cc3c(=O)n(C)c4ccccc4c3n2C)CC1 | x | u
COC(=O)CCN(C(=O)c1cccc(OC(C)=O)c1)c1ccccn1 | -23* | 26µM*
